# Compound activity: PubChem, PCMD
# Cathepsin G inh: human cathepsin G inhibitors, primary screen, biochemical, pooled compound mixtures, AMC fluorescence | P08311 | purified enzyme, AMC-tetrapeptide fluorescence | inhibition, % at 5 µM (by protocol) | 62,000 compounds, 0.2% hits | AID 581, 2007;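 active = inhibition above 20% in each of the two mixture wells holding the compound; inactive = inhibition of 20% or less in either well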;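 also: 0% = enzyme control without mixture and 100% = blank lacking enzyme; strong numbers were not always called active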
# CatB inh: human cathepsin B inhibitors, primary screen, biochemical, fluorogenic substrate. P07858. purified cathepsin B, fluorescence. inhibition, %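 (tested at 10 µM)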. 63,000 compounds, 0.1% hits. AID 453, 2006; in the data active = inhibition above about 21%;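 also: 0% = enzyme with no compound and 100% = no enzyme blank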
# CatS block: inhibitors of human cathepsin S, biochemical, compound mixtures. P25774. recombinant cathepsin S, AMC dipeptide fluorescence, pooled mixtures. inhibition, %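 (tested at 5 µM per compound within 10-compound mixtures)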. 62,000 compounds, 0.06% hits. AID 501, 2006; in the data active = inhibition above about 32%, passing the limit was not always enough;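 also: 0% = enzyme without compound and 100% = blank without enzyme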
# Target sequence (P25774 115-331 limits assumed): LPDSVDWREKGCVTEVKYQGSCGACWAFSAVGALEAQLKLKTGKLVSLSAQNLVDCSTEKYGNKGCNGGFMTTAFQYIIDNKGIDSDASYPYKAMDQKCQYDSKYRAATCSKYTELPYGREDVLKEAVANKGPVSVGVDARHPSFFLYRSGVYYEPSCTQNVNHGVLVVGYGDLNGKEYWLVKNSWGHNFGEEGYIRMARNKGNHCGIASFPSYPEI
# CatL block: inhibitors of human cathepsin L, biochemical; 58,000 compounds, 0.17% hits; inhibition, %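 (tested at 10 µM)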; purified cathepsin L, fluorogenic substrate, fluorescence; Procathepsin L (Homo sapiens), P07711; in the data active = inhibition above about 45%;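 also: 0% = enzyme with no compound and 100% = no enzyme blank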
# FXIIa inh mix: human factor XIIa inhibitors, primary screen, biochemical, pooled compound mixtures, fluorogenic substrate; AID 684, 2007; purified FXIIa; inhibition, % at 5 µM; Coagulation factor XII (Homo sapiens), P00748; 62,000 compounds, 0.2% hits;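 also: 0% = enzyme without compound and 100% = no enzyme blank; some results filed as inactive read as strong as hits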
# FXIa mix inh: FXIa protease inhibitors in compound pools, primary screen, biochemical, 10-compound mixtures. Coagulation factor XI (Homo sapiens), P03951. purified FXIa, fluorogenic substrate, pooled mixtures. inhibition, % at 5 µM. 62,000 compounds, 0.19% hits. AID 680, 2007;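 also: each value is inhibition by a whole ten-compound pool holding the compound; 0% = enzyme with no mixture and 100% = wells lacking enzyme; strong numbers were not always called active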
# C1s block: complement C1s protease inhibitors, primary screen, biochemical, 10-compound mixtures. Complement C1s subcomponent (Homo sapiens), P09871. purified C1s, fluorogenic AMC substrate, pooled mixtures. mean inhibition % of two 10-compound mixtures (active compounds read high), % at 5 µM (by protocol). 62,000 compounds, 0.16% hits;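 active = inhibition above 20% in each of the two 10-compound mixture wells holding the compound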;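 also: 0% = enzyme wells lacking compound mixture and 100% = no-enzyme blank wells; some compounds called inactive have numbers as strong as hits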
# Target sequence (P09871 16-437 limits assumed): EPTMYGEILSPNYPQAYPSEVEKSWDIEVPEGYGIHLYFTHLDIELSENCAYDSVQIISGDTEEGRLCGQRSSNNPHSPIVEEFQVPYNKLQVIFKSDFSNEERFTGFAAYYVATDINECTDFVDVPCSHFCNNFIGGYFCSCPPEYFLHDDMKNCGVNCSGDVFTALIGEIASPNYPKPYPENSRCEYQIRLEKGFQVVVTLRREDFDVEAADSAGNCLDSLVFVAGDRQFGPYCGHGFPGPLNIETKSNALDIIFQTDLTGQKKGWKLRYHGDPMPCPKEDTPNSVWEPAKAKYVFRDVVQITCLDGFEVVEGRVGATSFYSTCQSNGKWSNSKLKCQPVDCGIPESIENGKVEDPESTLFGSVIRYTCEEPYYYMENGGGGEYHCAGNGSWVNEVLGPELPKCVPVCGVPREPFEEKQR
# Target sequence (P09871 438-688 limits assumed): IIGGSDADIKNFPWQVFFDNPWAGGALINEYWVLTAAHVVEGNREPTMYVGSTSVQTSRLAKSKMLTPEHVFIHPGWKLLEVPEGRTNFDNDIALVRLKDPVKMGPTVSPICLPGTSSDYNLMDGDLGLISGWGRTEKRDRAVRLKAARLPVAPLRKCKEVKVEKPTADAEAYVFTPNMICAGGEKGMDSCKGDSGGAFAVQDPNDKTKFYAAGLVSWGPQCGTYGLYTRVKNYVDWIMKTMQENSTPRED
# CatB mixtures: cathepsin B inhibitors from pooled compounds, primary screen, biochemical, compound mixtures, AMC fluorescence; Purified cathepsin B, AMC dipeptide fluorescence; AID 488, 2006; P07858; 62,000 compounds, 0.06% hits; inhibition, %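 (ten-compound pools at 5 µM per compound and 50 µM total)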; in the data active = inhibition above about 22%, passing the limit was not always enough;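 also: 0% = enzyme without compound and 100% = no enzyme blank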
# AP complement: alternative complement pathway inhibitors, primary screen, biochemical, ELISA, human serum, orthogonally pooled compounds; LPS-coated ELISA, C3 deposition; tested in compound mixtures; 62,000 compounds, 0.08% hits; inhibition, % at 5 µM;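 active = inhibition above 30% in each of the two pooled mixtures holding the compound, so the lower value exceeds 30%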;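 also: 0% = serum in Mg-EGTA without compound and 100% = EDTA serum blank; some compounds past the cut are filed as inactive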
#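 Medium: diluted human serum in Mg2+-EGTA GVB++. Assay system: human serum complement alternative pathway, C3 deposition onto LPS. Also added: Plate-bound LPS. Technique: Anti-C3 ELISA, OD 450 nm. Measure: percent inhibition. Incubation: 1 h at 37 °C. Dosing: 5 µM each compound, pools of ten, 50 µM per pool.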
# Active calls of the source: *; nt = no result given. Rule as the data show it, unless noted: active = inhibition above about 20% (passing the limit was not always enough); inactive = the rest. This is a subset, so the mix of outcomes need not match the whole.
1. O=C1NCCN1C(=O)c1ccccc1F
2. Cc1ccc(S(=O)(=O)NC2OC(=O)C(Cl)=C2Cl)cc1 (centres undefined)
3. Cc1cc(NC(=O)CSc2nc3ccccc3c(=O)n2Cc2ccccc2)no1
4. COCCCN1C(=O)C(=O)/C(=C(/O)c2ccc(OC(C)C)c(C)c2)C1c1ccncc1 (centres undefined)
5. COc1cccc(-n2nnnc2SCC(=O)NCc2ccc3c(c2)OCO3)c1
6. Cn1c(=O)c2ncn(CC(=O)Nc3ccc4c5c(cccc35)CC4)c2n(C)c1=O
7. Cn1c(SCc2nc3ccccc3[nH]2)nnc1-c1cnccn1
8. Cc1cccc(-c2noc(CN(C(C)C)S(=O)(=O)c3ccc(F)cc3)n2)c1
9. CCOc1ccc(C(C)C)cc1S(=O)(=O)Nc1ccc(Cl)cn1
10. C=CCN(CC=C)c1nc2ccccc2nc1C(C#N)C(=O)OCCOC (centres undefined)
compound no.,1,2,3,4,5,6,7,8,9,10
Cathepsin G inh,7,10,8,-20,7,17,1,7,8,-5
CatB inh,1,4,-1,-3,1,-3,3,4,4,-3
CatS block,-9,-3,12,-16,1,0,14,2,10,19
CatL block,-5,6,-2,-2,6,30,0,15,3,-19
FXIIa inh mix,10,-19,-5,7,4,12,5,-1,-17,10
FXIa mix inh,-1,7,-3,-16,3,7,2,-7,4,-3
C1s block,1,9,1,-142,-7,11,6,-2,10,-23
CatB mixtures,3,1,-2,-2,4,4,4,1,3,-3
AP complement,16,4,-3,8,6,18,-12,-4,5,22

11. CCN(CC(F)(F)C(F)F)S(=O)(=O)c1ccc(NC(=O)OC)cc1
12. O=C(c1ccc2c(c1)OCCO2)C1CCN(C(=O)c2ccc(F)cc2)CC1
13. COc1ccc(N2CCN(C3CC(=O)N(C)C3=O)CC2)cc1 (centres undefined)
14. COC(=O)c1sc(S(=O)(=O)Nc2ccc3cn[nH]c3c2)c(C(=O)OC)c1C
15. Cc1csc(SCC(=O)c2ccc(S(=O)(=O)N3CCOCC3)cc2)n1
16. CCOC(=O)CN1CC23C=CC(O2)C(C(=O)NCc2ccccc2OC)C3C1=O (centres undefined)
17. COC(=O)c1ccc2c(=O)n(NC(C)=O)c(=S)[nH]c2c1
18. N#CC1=C(N)N(c2ccccc2)C2=C(C(=O)CCC2)C1c1ccsc1 (centres undefined)
19. CCC(C)NC(=O)C1CCN(c2nc(C)cc(C)n2)CC1 (centres undefined)
20. CCOc1ccccc1CN1CCN(S(C)(=O)=O)CC1
compound no.,11,12,13,14,15,16,17,18,19,20
Cathepsin G inh,10,0,7,0,6,8,10,-4,6,-8
CatB inh,2,2,0,0,13,-4,2,1,2,0
CatS block,-1,11,-5,11,-1,4,7,2,-13,4
CatL block,3,10,7,9,5,nt,1,-4,-2,17
FXIIa inh mix,3,-3,9,5,8,4,5,2,2,1
FXIa mix inh,-1,-2,6,0,-3,27,5,2,2,-8
C1s block,3,15,3,0,-2,9,9,-19,-1,-48
CatB mixtures,4,1,2,3,2,5,1,0,2,-3
AP complement,20,-1,4,-3,11,22,-5,12,22,-8

21. Cc1nnc2n(Cc3ccccc3)c(=O)c3c4c(sc3n12)COC(C(C)C)C4 (centres undefined)
22. O=S(=O)(c1ccc(Oc2ccc(Br)cc2)cc1)N1CCOCC1
23. COc1ccc(-c2nnc(CSc3nc4ccccc4c(=O)n3C)o2)cc1OC
24. CCc1ccccc1NC(=O)C(Cc1cccc(OC)c1OC)c1nn[nH]n1 (centres undefined)
25. Cc1ccc(N2C(=O)c3ccc(C(=O)N4CCN(c5ccccc5F)CC4)cc3C2=O)cc1
26. CCOC(=O)c1sc(N2C(=O)C(O)=C(C(=O)c3ccco3)C2c2ccccc2)nc1C (centres undefined)
27. CCc1cc2c(=O)c(-c3nc4ccccc4[nH]3)coc2c(CN2CCCC(C)C2)c1O (centres undefined)
28. CCN(Cc1cc2ccc(C)cc2[nH]c1=O)C(=O)c1ccncc1
29. N#Cc1c(N)[nH]c(=S)c(C#N)c1-c1ccccc1
30. O=C(Nc1ccc(Cl)cc1)OCCn1nnnc1C(c1ccccc1)N1CCOCC1 (centres undefined)
compound no.,21,22,23,24,25,26,27,28,29,30
Cathepsin G inh,12,14,8,1,10,11,11,-8,-1,-3
CatB inh,0,4,2,-2,-1,-2,4,0,nt,-2
CatS block,15,8,-6,0,-2,5,5,-5,-9,6
CatL block,-8,18,7,-12,-5,6,-5,6,nt,6
FXIIa inh mix,3,-14,-15,3,6,0,3,-13,1,12
FXIa mix inh,7,4,7,4,4,14,6,0,-12,3
C1s block,-30,16,15,-26,16,-9,11,-15,-33,-5
CatB mixtures,2,6,3,2,2,3,8,2,-2,0
AP complement,2,-7,6,-2,10,4,17,-18,31,9

31. CCCn1cnc2c(c1=O)c1nc3ccccc3nc1n2Cc1ccccc1OC
32. N#CC1=C(N)OC2=C(C(=O)CCC2)C1c1ccccc1 (centres undefined)
33. COc1ccc(S(=O)(=O)NC2(C(F)(F)F)N=C3SCCN3C2=O)cc1 (centres undefined)
34. Cn1cc(SCC(=O)N2CCN(c3ccccc3)CC2)c2ccccc21
35. O=C1CN(C(=O)COC(=O)C2CC(=O)N(Cc3ccco3)C2)c2ccccc2N1 (centres undefined)
36. NC(=O)c1cc(N2C(=O)C3CC=CCC3C2=O)ccc1N1CCCCC1 (centres undefined)
37. Cc1cc(C(=O)CSC(C)c2nc3ccccc3c(=O)[nH]2)c(C)n1C (centres undefined)
38. OCCN1CCN(c2nc(-c3ccccc3)c3cc(Cl)ccc3n2)CC1
39. Cc1ccc(CS(=O)(=O)Cc2ccc(C(=O)NCCCN3CCOCC3)o2)cc1
40. O=C(NCC(=O)N(c1ccc2c(c1)OCCO2)C(C(=O)NC1CCCC1)c1ccco1)c1ccco1 (centres undefined)
compound no.,31,32,33,34,35,36,37,38,39,40
Cathepsin G inh,3,11,11,-1,-1,0,11,7,6,0
CatB inh,2,2,4,0,1,2,1,3,5,5
CatS block,6,-2,9,3,8,21,nt,-3,-5,12
CatL block,0,nt,9,7,8,nt,7,-38,16,-2
FXIIa inh mix,2,1,0,-15,-15,12,4,8,2,0
FXIa mix inh,-8,5,-4,5,2,10,5,0,2,0
C1s block,-27,-6,8,-5,-3,0,18,15,-18,5
CatB mixtures,-1,4,-3,-1,1,5,13,4,0,4
AP complement,0,-3,2,19,5,-5,18,8,10,-6

41. [O-][N+]1=c2ccc(Nc3ccccc3)cc2=NC12CCCCC2
42. O=C(CC1NC2CCCCC2NC1=O)Nc1ccc2c(c1)OCO2 (centres undefined)
43. C/C=C(/C(=C/C)c1ccc(O)cc1)c1ccc(O)cc1
44. NC(=O)c1ccc(N2CCCCC2)c(N2C(=O)C3C4C=CC(C4)C3C2=O)c1 (centres undefined)
45. COc1ccc(-n2c(SCC(N)=O)nc3sc4c(c3c2=O)CCN(C)C4)cc1
46. COc1ccc(CCNC(=O)CSc2nnc(-c3ccc(F)cc3)o2)cc1OC
47. CSCC[C@H](NC(=O)OC(C)(C)C)C(=O)N1CCC(C(=O)N[C@@H](C)C(=O)O)CC1
48. CCOC(=O)c1ccc(N2Cc3cc(C)c(C)cc3C2)cc1O
49. COc1ccc(N(CC(=O)Nc2cc(OC)ccc2OC)S(C)(=O)=O)cc1
50. Cc1csc(NC(=O)C2CCCN2C(=O)Oc2ccccc2)n1 (centres undefined)
compound no.,41,42,43,44,45,46,47,48,49,50
Cathepsin G inh,47,5,9,-9,3,9,-4,-15,6,-1
CatB inh,2,6,2,-3,0,-2,-2,-5,3,-6
CatS block,2,-3,-3,-10,11,-39,3,3,-6,-4
CatL block,3,6,-12,1,6,-3,23,2,2,-4
FXIIa inh mix,7,7,2,15,11,4,3,14,2,-15
FXIa mix inh,16,6,7,-5,2,11,-5,3,2,10
C1s block,8,11,9,-94,-6,4,-16,35,-16,3
CatB mixtures,-3,-1,12,1,1,-2,-3,4,2,3
AP complement,21,14,7,15,-14,16,-17,-8,6,13

# A draw from above in order of molecular weight, falling:
44. NC(=O)c1ccc(N2CCCCC2)c(N2C(=O)C3C4C=CC(C4)C3C2=O)c1 (centres undefined)
48. CCOC(=O)c1ccc(N2Cc3cc(C)c(C)cc3C2)cc1O
43. C/C=C(/C(=C/C)c1ccc(O)cc1)c1ccc(O)cc1
compound no.,44,48,43
Cathepsin G inh,-9,-15,9
CatB inh,-3,-5,2
CatS block,-10,3,-3
CatL block,1,2,-12
FXIIa inh mix,15,14,2
FXIa mix inh,-5,3,7
C1s block,-94,35,9
CatB mixtures,1,4,12
AP complement,15,-8,7

# (further entries)
51. FC(F)(F)c1nc2ncc(Cl)cc2[nH]1
52. CCOC(=O)c1c(C)[nH]c(C)c1C(=O)CSc1nnnn1-c1ccccc1
53. CC(=O)Nc1ccc(NC(=O)Cn2cnc3c(cnn3C(C)(C)C)c2=O)cc1
54. CC1CN(S(=O)(=O)c2cccc(-c3cn4ccccc4n3)c2)CC(C)O1 (centres undefined)
55. O=C(Nc1ccccc1C(=O)NC(Cc1c[nH]c2ccccc12)C(=O)O)c1ccco1 (centres undefined)
56. CCCC1COC(Cn2cncn2)(c2ccc(C)cc2)O1 (centres undefined)
57. COc1ccc(S(=O)(=O)NCCSCc2ccco2)cc1
58. O=C(Nc1ccccc1)NC1(C(=O)NCc2ccco2)CCCCC1
59. C=CCN1C(=O)C(O)=C(C(C)=O)C1c1ccccc1F (centres undefined)
compound no.,51,52,53,54,55,56,57,58,59
Cathepsin G inh,4,6,2,10,3,-12,11,-1,5
CatB inh,6,6,4,4,-1,1,5,0,0
CatS block,-3,-7,5,9,-3,-3,5,8,-5
CatL block,1,0,5,4,-7,nt,20,5,21
FXIIa inh mix,2,13,11,2,-16,17,3,3,-17
FXIa mix inh,7,-1,4,1,-4,9,5,13,0
C1s block,10,-13,15,7,-15,-32,15,-5,4
CatB mixtures,1,4,4,-2,2,-2,2,5,1
AP complement,21,11,4,-13,8,-6,-14,9,1

# Copied from above, entries 54 to 59
54. CC1CN(S(=O)(=O)c2cccc(-c3cn4ccccc4n3)c2)CC(C)O1 (centres undefined)
55. O=C(Nc1ccccc1C(=O)NC(Cc1c[nH]c2ccccc12)C(=O)O)c1ccco1 (centres undefined)
56. CCCC1COC(Cn2cncn2)(c2ccc(C)cc2)O1 (centres undefined)
57. COc1ccc(S(=O)(=O)NCCSCc2ccco2)cc1
58. O=C(Nc1ccccc1)NC1(C(=O)NCc2ccco2)CCCCC1
59. C=CCN1C(=O)C(O)=C(C(C)=O)C1c1ccccc1F (centres undefined)
compound no.,54,55,56,57,58,59
Cathepsin G inh,10,3,-12,11,-1,5
CatB inh,4,-1,1,5,0,0
CatS block,9,-3,-3,5,8,-5
CatL block,4,-7,nt,20,5,21
FXIIa inh mix,2,-16,17,3,3,-17
FXIa mix inh,1,-4,9,5,13,0
C1s block,7,-15,-32,15,-5,4
CatB mixtures,-2,2,-2,2,5,1
AP complement,-13,8,-6,-14,9,1
